PriA SSB inh – K. pneumoniae PriA-SSBct interaction inhibition. inhibition, % at 33 µM. AlphaScreen SSBct-PriA binding, biotinylated peptide. 430,000 compounds, 0.6% hits. AID 1272365; in the data active means inhibition mostly above about 37%, no sharp cut-off; inactive means mostly below about 20%;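 further: plate controls were negative control peptide for no effect and reference peptide for full effect; strong numbers were not always called active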
Yp Topo-I inh – blocks Yersinia pestis topoisomerase I activity. Y. pestis Topo-I cleavage product accumulation, plate reader. activity, % at 10 µM. 360,000 compounds, 0.064% hits; in the data active means activity above about 50%, passing the limit was not always enough; inconclusive means no clear call, values can overlap the other calls; further: inactives centre near 2
PfHsp40 rescue – restores yeast growth despite PfHsp40 toxicity; S. cerevisiae expressing PfHsp40, growth rescue, ATP luminescence; growth rescue, % at 12.5 µM; 340,000 compounds, 0.68% hits; in the data active means growth rescue above about 28%, passing the limit was not always enough; inconclusive means no clear call, values can overlap the other calls;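 further: yeast W303a lacking pdr1 and pdr3 grown in galactose medium; growth measured after three days at 30 °C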
Vc quorum ag – inducers of Vibrio cholerae quorum light production without autoinducers. V. cholerae BH1578 lux reporter, luminescence, 6 h. activation, % at 18.7 µM. 350,000 compounds, 0.16% hits. AID 588436; in the data active means activation mostly above about 9.7%, no sharp cut-off; inconclusive means no clear call, values can overlap the other calls; inactive means mostly below about 3.7%; further: not every result past the cut was called active; inactives centre near 0; reference of the scale not given here
PrPC TRFRET – reduces human prion protein on the cell surface. cell surface PrPC, TR-FRET read-out. inhibition, % at 13.8 µM. 370,000 compounds, 0.43% hits. P04156. AID 720596; in the data active means inhibition above about 24%; further: 0% = median of the test wells and 100% = reference compound wells
TcdB GH inh – inhibitors of Clostridioides difficile toxin B glycohydrolase. AID 652162. TcdB glycohydrolase enzymatic assay, plate reader. 350,000 compounds, 0.24% hits. P18177. inhibition, % at 9.99 µM; in the data active means inhibition above about 10%
BoNT-A LC inh2 – blocks Botulinum neurotoxin A light chain protease | 360,000 compounds, 0.17% hits | AID 588499 | multiplex microsphere protease substrate cleavage, flow cytometry | inhibition, % at 10 µM; further: plate controls were buffer without enzyme for full effect and enzyme alone for no effect
Anthrax LF inh2 – anthrax lethal factor protease inhibition. P15917. multiplex microsphere protease cleavage assay, LF. inhibition, % at 10 µM. 360,000 compounds, 0.12% hits. AID 588501; further: plate controls were buffer without enzyme for full effect and enzyme alone for no effect
Target sequence (P15917 whole entry, looked up): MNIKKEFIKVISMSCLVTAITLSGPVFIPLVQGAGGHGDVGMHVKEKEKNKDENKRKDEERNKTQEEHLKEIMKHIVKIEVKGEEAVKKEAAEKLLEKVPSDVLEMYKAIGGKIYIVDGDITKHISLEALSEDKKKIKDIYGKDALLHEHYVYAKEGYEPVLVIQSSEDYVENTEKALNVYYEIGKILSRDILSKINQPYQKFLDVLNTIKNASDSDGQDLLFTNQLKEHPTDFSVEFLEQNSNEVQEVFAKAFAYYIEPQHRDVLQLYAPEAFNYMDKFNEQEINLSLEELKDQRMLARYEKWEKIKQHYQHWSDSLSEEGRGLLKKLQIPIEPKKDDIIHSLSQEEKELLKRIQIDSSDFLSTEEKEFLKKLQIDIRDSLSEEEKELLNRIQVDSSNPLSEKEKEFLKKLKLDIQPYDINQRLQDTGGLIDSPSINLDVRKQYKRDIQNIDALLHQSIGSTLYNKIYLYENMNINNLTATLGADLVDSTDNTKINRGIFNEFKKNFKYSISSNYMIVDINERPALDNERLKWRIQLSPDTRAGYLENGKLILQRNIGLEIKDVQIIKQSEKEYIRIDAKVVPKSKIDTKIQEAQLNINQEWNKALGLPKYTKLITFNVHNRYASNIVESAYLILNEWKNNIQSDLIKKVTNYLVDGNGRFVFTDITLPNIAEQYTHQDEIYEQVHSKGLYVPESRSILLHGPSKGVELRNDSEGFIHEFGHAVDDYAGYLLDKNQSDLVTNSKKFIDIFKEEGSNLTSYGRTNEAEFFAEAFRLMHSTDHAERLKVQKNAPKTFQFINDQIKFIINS
3CLpro inhibitor – SARS-CoV 3CLpro protease inhibition; P0C6X7; recombinant SARS-CoV 3CLpro, quenched FRET peptide cleavage; inhibition, % at 6 µM; 290,000 compounds, 0.14% hits; AID 1706; in the data active means inhibition above about 12%
An asterisk follows results filed as active; i = inactive; ? = inconclusive; nt = no result given; & = joins results of further samples. Unless noted, no stated cut-off is given here; in the data, active means inhibition above about 30%; inconclusive means no clear call, values can overlap the other calls; inactive means below that. These rows are one share of the data; the hit share may differ from the screen's.

SMILES	PriA SSB inh	Yp Topo-I inh	PfHsp40 rescue	Vc quorum ag	PrPC TRFRET	TcdB GH inh	BoNT-A LC inh2	Anthrax LF inh2	3CLpro inhibitor
COC(=O)c1c(NC(=O)CC2Nc3cc(C)c(C)cc3NC2=O)sc(C)c1C (stereo unspecified)	6	0	-0.7	-0.2	nt	nt	0.9	3	-3
CCC(=O)Oc1cccc(C(=O)Nc2cccc(NC(=O)c3ccco3)c2)c1	5	-8	-1.1	-0.5	2	1.6	0.2	3	-1
CCCNC(=O)C(=O)NCCC1=CCCCC1	-7	3	0.9	3.6	3	nt	0.6	-1	4
CC(=O)NNS(=O)(=O)c1ccccc1[N+](=O)[O-]	-4	1	1.0	-0.3	-9	nt	-0.4	0	6
O=C1CN(CCN2CC(=O)N(Cc3ccccc3)C(=O)C2)CC(=O)N1Cc1ccccc1	nt	17	nt	-3.3	4	-0.4	-0.1	-4	nt
Cc1cccc(C(=O)NC(C)C2CC3CCC2C3)c1 (stereo unspecified)	-7	4	nt	i	0	-0.2	-0.5	-2	nt
CSc1ncccc1C(=O)Nc1cc(C)ccn1	-20	-2	-0.5	-0.2	-3	1.1	1.3	-2	-3
O=C(NCc1ccco1)c1ccc2nccnc2c1	2&-9	10	0.6	i	-14	-0.6	-2.1	1	2
COc1cc(CNCCCN2CCOCC2)c(Br)cc1OC(C)C	-4	-2	0.5	i	4	0.3	2.6	16	1
O=C(CN1C(=O)CSc2ccccc21)NCCC1=CCCCC1	-5	19	-1.1	i	3	1.5	-1.1	-2	-2
COc1cc(NC(=S)NCCCN2CCOCC2)cc(OC)c1OC	-6	-6	-0.6	-0.5	4	0.7	0.9	0	-2
Cc1cc(/C=N/NC(N)=O)c(C)n1C1CCCCC1	nt	3	-1.1	-0.3	1	0.3	-0.3	-4	0
O=C(C1=C(O)C(=O)N(CCCn2ccnc2)C1c1ccc(F)cc1)c1ccco1 (stereo unspecified)	nt	-1	-0.7	-0.2	7	-0.2	-0.5	-3	0
OC[C@H]1O[C@@H](n2cnc3c(NC4CCCC4)nc(Cl)nc32)[C@H](O)[C@@H]1O	8	-3	-0.8	i	3	1.1	-1.3	-2	nt
Nc1nc2c(ncn2[C@@H]2O[C@H](CNCc3ccc(OCCCN4CCOCC4)cc3)[C@@H](O)[C@H]2O)c(=O)[nH]1	nt	nt	nt	nt	1	-0.2	-0.1	-2	nt
O=C(c1ccco1)N1CCN(CC(O)Cn2c3ccccc3c3ccccc32)CC1 (stereo unspecified)	18	21	0.8	-2.5	-10	nt	0.5	-1	0
CC(NC(=O)/C(=C\c1cccc([N+](=O)[O-])c1)NC(=O)c1ccco1)C(=O)O (stereo unspecified)	3	9	-0.5	i	-14	1.6	-0.3	-2	-5
COc1ccc(CC(=O)NNC(=O)CN(C)S(=O)(=O)c2ccc(Cl)cc2)cc1OC	-10	1	-0.4	i	7	1.0	-0.6	-14	nt
Cc1cc(C)c2[nH]c(C(=O)Nc3ccc4c(c3)OCO4)cc2c1	11	2	0.3	-1.3	23	3.3	-5.2	-9	1
Cc1ccc2cc(C#N)c(N3CCCN(S(=O)(=O)c4ccc(F)cc4)CC3)nc2c1	-52	18	1.1	-0.6	5	-0.1	21	15	0
COc1cc(NC(=O)CCc2nnc3ccc(N4CCN(c5cccc(OC)c5)CC4)nn23)cc(OC)c1	7	16	-1.0	-0.3	-2	1.0	0.8	2	-1
CCOc1ccc(OCc2cccc(C(=O)N/N=C/c3cccnc3)c2)cc1	nt	-2	1.4	-0.5	-2	nt	0.9	0	3
Cc1c(NC(=O)COc2ccc3ccc(=O)oc3c2)c(=O)n(-c2ccccc2)n1C	-4	-1	0.2	-3.8	-1	-0.9	-8.4	-3	nt
COc1ccc(N2CCN(C(C)=C3C(=O)c4ccccc4C3=O)CC2)cc1	5	9	0.4	-3.3	5	0.1	0.1	0	7
CSc1ccccc1NC(=O)CN(Cc1ccc(Cl)cc1)S(C)(=O)=O	4	4	1.9	-7.7	0	nt	-0.7	0	2

Reformatted: 4 of the compounds above
Molecule | PriA SSB inh | Yp Topo-I inh | PfHsp40 rescue | Vc quorum ag | PrPC TRFRET | TcdB GH inh | BoNT-A LC inh2 | Anthrax LF inh2 | 3CLpro inhibitor
O=C(NCc1ccco1)c1ccc2nccnc2c1 | 2&-9 | 10 | 0.6 | i | -14 | -0.6 | -2.1 | 1 | 2
COc1cc(CNCCCN2CCOCC2)c(Br)cc1OC(C)C | -4 | -2 | 0.5 | i | 4 | 0.3 | 2.6 | 16 | 1
O=C(CN1C(=O)CSc2ccccc21)NCCC1=CCCCC1 | -5 | 19 | -1.1 | i | 3 | 1.5 | -1.1 | -2 | -2
COc1cc(NC(=S)NCCCN2CCOCC2)cc(OC)c1OC | -6 | -6 | -0.6 | -0.5 | 4 | 0.7 | 0.9 | 0 | -2

Next section:
SMILES	PriA SSB inh	Yp Topo-I inh	PfHsp40 rescue	Vc quorum ag	PrPC TRFRET	TcdB GH inh	BoNT-A LC inh2	Anthrax LF inh2	3CLpro inhibitor
CC1(c2ccccc2)NC(=O)N(N)C1=O (stereo unspecified)	-6	1	-0.8	0.7	5	2.0	-0.8	1	1
O=C(COC(=O)c1ccccc1SCC(=O)N1CCCC1)NCc1ccccc1	-5	18	-1.3	i	2	3.1	-2.9	0	nt
CCCCOc1ccc(/C=C/C(=O)OCC(=O)c2c(N)n(C)c(=O)n(C)c2=O)cc1OCC	-13	1	-1.1	-0.5	8	0.6	-1.1	-2	6
O=S(=O)(Cc1ccccc1)N1CCC(N2CCN(c3ccccc3)CC2)CC1	8	1	-1.2	-5.0	-7	nt	1.4	0	0
Cc1nc(C)n(CC(=O)N2CCCC(C(=O)c3ccc(Cl)cc3C)C2)n1 (stereo unspecified)	-13	7	-0.8	-0.3	9	-0.7	-1.5	-5	4
CCOc1cc2c(cc1OCC)C(c1ccc(F)cc1)NCC2 (stereo unspecified)	5	-4	-0.8	-0.8	-5	2.7	0.5	-4	nt
CC(C)c1ccc(N(C(=O)CNC(=O)c2ccco2)C(C(=O)NC2CCCC2)c2cccnc2)cc1 (stereo unspecified)	-5	4	-0.4	-0.1	-1	0.8	-4.5	-5	-4
C=CCn1c(CCNC(=O)c2ccccc2F)nnc1SCC(=O)Nc1nc2ccccc2s1	-5	-2	-0.2	-3.3	-6	nt	0.3	1	-10
CS(=O)(=O)N(Cc1ccccc1)c1ccc(C(=O)Nc2ccc(C(N)=O)cc2)cc1	-10	-6	0.1	-2.0	7	0.9	?	-3	-2
O=C(NCc1ccco1)C1CCN(C(=O)c2cc3sccc3n2Cc2ccc(F)cc2)CC1	4	6	0.6	-0.5	8	1.5	-1.0	-5	2
O=C(CN1CCOCCOCCOCC1)Nc1ccccc1	-21	-3	-1.1	-1.6	-3	nt	-0.3	-2	7
CCN(Cc1ccccc1)C(=O)C1CCN(C(=O)Nc2ccccc2)CC1	-6	5	-0.3	-3.4	0	1.0	0.8	-3	2
Cc1ccc(-c2cc(C(=O)Nc3sc4c(c3C(=O)NCc3ccco3)CCC4)[nH]n2)c(O)c1	1	-3	-0.4	0.0	10	0.3	-0.1	0	2
COc1ccc(S(=O)(=O)NCC2CCCN(C(=O)c3ccccc3)C2)cc1 (stereo unspecified)	-11	-11	-1.4	nt	9	1.8	-0.5	-4	-2
O=C(Nc1ccc(Cc2nc3ccccc3s2)cc1)c1ccncc1	14	-3	1.1	-0.3	6	0.1	-2.4	-2	1
COc1ccc(NC(=O)CSc2nnc(-c3cccnc3)s2)cc1	-3	6	1.6	-3.8	-2	1.2	-0.1	9	-4
COc1ccc(Cn2nnnc2C(c2ccc(N(C)C)cc2)N2CCC(C)CC2)cc1 (stereo unspecified)	10	35	0.1	0.5	-4	nt	-0.7	-4	-2
O=C1CN(C(=O)c2ccccc2Cl)c2ccccc2N1	3	0	-0.3	-0.8	1	3.9	1.9	3	-2
O=C(NCc1ccc(S(=O)(=O)NC2CCCCC2)s1)c1ccccc1	-13	4	-0.9	-0.5	0	-0.1	-0.4	-5	-2
COc1ccc(C(=O)Nc2nc(C)cc(C)n2)cc1[N+](=O)[O-]	-15	-2	-0.9	-0.4	-6	nt	-0.2	-3	-2
Cc1ccc2nc(N3CCN(Cc4nnnn4C4CCCC4)CC3)c(C#N)cc2c1	-11	11	0.4	0.0	-15	nt	5.1	2	5
CC1(Oc2cnc(Cl)c3ccccc23)CCN(Cc2ccc(-c3ccccn3)cc2)C1 (stereo unspecified)	nt	31	nt	-0.5	4	0.5	-0.5	-9	nt
Cc1cccc(OCC(=O)Nc2ccc3c(c2)nc(CN2CCCCC2)n3C)c1	-3	9	0.3	i	10	0.0	-0.6	2	-1
N#Cc1ccccc1OCC(=O)Nc1ccc2c(c1)OCCO2	-3	-7	-1.5	-0.3	5	1.8	-0.1	0	nt
CC(=O)Nc1ccc(C(=O)N2CCCC(c3cc(C(=O)Nc4ccccc4Cl)no3)C2)cc1 (stereo unspecified)	nt	23	nt	i	3	-1.1	0.3	-2	nt
Additional structures.
SMILES	PriA SSB inh	Yp Topo-I inh	PfHsp40 rescue	Vc quorum ag	PrPC TRFRET	TcdB GH inh	BoNT-A LC inh2	Anthrax LF inh2	3CLpro inhibitor
Cc1ccc(NC(=O)CN(C)C(=O)c2ccccn2)cc1	-10	3	0.2	i	0	1.2	2.4	-6	nt
CC(C)c1ccc(C2/C(=C(/O)c3ccc(F)cc3)C(=O)C(=O)N2CCCN2CCOCC2)cc1 (stereo unspecified)	nt	3	-0.5	i	4	-0.9	2.1	-15	-2
CC(NCC1(N2CCOCC2)CCCCC1)C(=O)Nc1ccc(Cl)cc1Cl (stereo unspecified)	3	21	-0.7	-0.4	-7	0.4	-0.4	3	2
O=C(Nc1cc([N+](=O)[O-])ccc1Cl)C1CC1	-3	3	-1.4	i	-16	0.4	-0.1	1	1
COc1ccc2[nH]c(=O)cc(C(=O)O)c2c1	-4	0	-0.5	i	5	3.9	-0.8	-5	3
COc1cc(/C=N/NC(=O)CSc2ccccn2)ccc1O	nt	0	1.1	i	8	11*	nt	nt	1
CC(C)CCNC(=O)Nc1ccc2c(c1)N(C)C(=O)CS2	-3	-2	1.3	i	4	nt	-0.7	-4	4
Cn1nc(C(=O)Nc2nnc(C3CC3)s2)c2ccccc2c1=O	-9	-9	-0.1	-0.6	6	0.4	0.5	1	0
CN(C(=O)c1cccc(NC(=O)Cc2ccc(NC(=O)C3CCN(C(=O)C4CCC4)CC3)cc2)c1)C1CCCC1	-2	23	1.5	-1.1	-1	0.4	-0.6	-3	nt
O=C(Nc1nnc([C@@H]2O[C@H](CO)[C@@H](O)[C@H]2O)s1)Nc1ccccc1C(F)(F)F	nt	1	nt	i	-2	0.3	-0.3	-6	nt
CCN(c1ccccc1)S(=O)(=O)c1ccc(F)cc1	-34	-6	0.4	i	6	nt	0.4	2	-2
Cc1nc(NCCc2ccc(O)cc2)c2nnn(Cc3ccccc3)c2n1	-10	-1	-1.3	i	14	1.6	-1.4	9	-8
COc1cc(NS(=O)(=O)c2ccc3c(c2)NC(=O)CO3)cc(OC)c1	-3	2	2.3	i	-6	0.5	-0.8	0	0
COc1ccc(-c2cnc3c(NC=O)cc(-c4ccc(F)cc4)cn23)cc1OC	nt	-1	nt	i	16	0.2	0.1	-10	nt
Cc1c(C(=O)Nc2ccc(OC(F)(F)F)cc2)sc2nc3n(c(=O)c12)CCC3	-17	1	2.4	i	11	nt	-0.7	-5	2
Cc1ccc(N)cc1-n1c(C)ccc1C	6	-10	0.2	-0.7	-6	nt	0.5	-19	-3
O=C(COc1cc2oc(=O)c3c(c2cc1Cl)CCC3)NCCCN1CCOCC1	-20	5	-0.5	-0.3	7	-1.2	0.3	-3	-5
CC1CCCCN1CCn1c(=S)[nH]c2cc3c(cc2c1=O)OCO3 (stereo unspecified)	7	1	-1.1	-0.3	-14	3.1	0.2	1	2
COc1ccc(S(=O)(=O)Nc2ccccc2C(=O)OC2CCCN(C)C2)cc1OC (stereo unspecified)	-1	9	-0.6	nt	-6	nt	0.0	0	2
CSc1ccccc1NC(=O)c1cc(C2CC2)on1	-33	5	2.2	-0.6	4	0.9	0.0	-7	-3
CN(C)c1ccc(C(=O)Nc2ccc(O)c3c(=O)cc(-c4ccccc4Cl)oc23)cc1	-4	15	1.5	i	-1	0.7	0.5	-3	nt
